Gli-Sufu block: blocks Gli-Sufu signaling in a luciferase reporter. Sufu-KO-LIGHT fibroblasts, Gli luciferase reporter luminescence. inhibition, % at 5 µM. actives 0.74% (n = 340,000). AID 588413;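 active = inhibition above about 55%, limit read from the data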;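 also: 0% = DMSO-treated cells and 100% = wells with medium but no cells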
UBC13 inh: blocks human UBC13 polyubiquitin chain formation. P61088. TR-FRET. inhibition, % at 20 µM. actives 0.47% (n = 330,000); in the data active = inhibition above about 45%, passing the limit was not always enough
Target sequence (P61088 whole entry, looked up): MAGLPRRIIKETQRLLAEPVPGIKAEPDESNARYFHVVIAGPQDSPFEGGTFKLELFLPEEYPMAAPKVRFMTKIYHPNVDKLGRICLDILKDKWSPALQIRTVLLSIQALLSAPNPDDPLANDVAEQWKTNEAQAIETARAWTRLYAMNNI
CCR6 antagonist: blocks CCL20-driven beta-arrestin recruitment at human CCR6 | P51684 | CHO-K1 CCR6 PathHunter beta-arrestin, luminescence, CCL20-stimulated | inhibition, % at 20 µM | actives 0.49% (n = 340,000) | AID 493098;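 active = compounds whose inhibition of the agonist-driven luminescence signal at 20 µM reaches about 50%, limit read from the data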;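 also: cells stimulated with CCL20 at 14 nM final; plate controls were DMSO with CCL20 for no effect and DMSO without agonist for full effect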
Jurkat NFkB inh: inhibitors of the PMA/ionomycin-induced NF-kB reporter in Jurkat cells. PMA/ionomycin-induced NF-kB luciferase reporter, luminescence. inhibition, % at 4 µM. actives 0.53% (n = 330,000); in the data active = inhibition above about 50%
APJ antagonist: APJ receptor antagonism | actives 0.32% (n = 330,000) | CHO-K1 APJ beta-arrestin complementation, luminescence | inhibition, % at 20 µM | AID 2521;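 active = inhibition above about 40% at 20 µM, limit read from the data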;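 also: cells challenged with 10 nM apelin-13 agonist together with compound; plate controls were apelin-13 plus DMSO wells for no effect and DMSO wells lacking apelin-13 for full effect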
Target sequence (P35414 whole entry, looked up): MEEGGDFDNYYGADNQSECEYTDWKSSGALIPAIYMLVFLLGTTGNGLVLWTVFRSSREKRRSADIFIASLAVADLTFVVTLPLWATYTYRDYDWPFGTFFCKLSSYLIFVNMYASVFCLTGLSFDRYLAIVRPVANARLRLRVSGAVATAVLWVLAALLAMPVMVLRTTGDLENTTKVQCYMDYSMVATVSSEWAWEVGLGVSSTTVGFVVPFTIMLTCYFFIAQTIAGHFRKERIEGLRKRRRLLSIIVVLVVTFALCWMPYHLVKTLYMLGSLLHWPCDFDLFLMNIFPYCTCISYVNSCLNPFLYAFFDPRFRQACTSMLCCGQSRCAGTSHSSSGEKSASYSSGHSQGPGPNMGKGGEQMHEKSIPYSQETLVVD
697 NFkB inh: inhibitors of the PMA/ionomycin-induced NF-kB reporter in 697 B cells | actives 0.33% (n = 330,000) | 697 B-cell NF-kB luciferase reporter, 16 h | inhibition, % at 4 µM; in the data active = inhibition above about 35%
EBI2 antag: blocks human EBI2 receptor beta-arrestin signaling. P32249. EBI2 beta-arrestin recruitment, luminescence, 7a,25-OHC stimulated. inhibition, % at 5 µM. actives 0.81% (n = 360,000); in the data active = inhibition above about 38%;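 also: enzyme fragment complementation signal reports receptor beta-arrestin coupling in cells; 0% = agonist plus DMSO wells and 100% = wells without agonist; some results beyond the cut were filed as inactive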
CXCR6 block: inhibitors of human CXCR6 receptor. AID 602244. CHO-K1 PathHunter CXCR6 beta-arrestin, luminescence. O00574. inhibition, % at 20 µM. actives 0.36% (n = 360,000); in the data active = inhibition above about 34%, passing the limit was not always enough;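 also: antagonist mode with CXCL16 agonist at 10 nM final; 0% = 10 nM CXCL16 with DMSO and 100% = unstimulated wells without agonist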
Target sequence (O00574 whole entry, looked up): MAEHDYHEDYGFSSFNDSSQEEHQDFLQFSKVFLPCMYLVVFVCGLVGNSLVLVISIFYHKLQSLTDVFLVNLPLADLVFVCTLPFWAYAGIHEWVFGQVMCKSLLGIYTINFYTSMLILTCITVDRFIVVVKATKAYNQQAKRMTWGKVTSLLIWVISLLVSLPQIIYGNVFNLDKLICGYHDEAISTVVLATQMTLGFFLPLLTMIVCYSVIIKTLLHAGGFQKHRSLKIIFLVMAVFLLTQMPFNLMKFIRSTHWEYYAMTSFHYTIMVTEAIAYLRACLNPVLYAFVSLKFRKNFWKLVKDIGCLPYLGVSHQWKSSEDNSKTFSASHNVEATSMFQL
Numbers without * were called inactive; . = no result given.

Molecule	Gli-Sufu block	UBC13 inh	CCR6 antagonist	Jurkat NFkB inh	APJ antagonist	697 NFkB inh	EBI2 antag	CXCR6 block
COc1ccc(C(=O)Nc2c(C)cc(C)cc2C)cc1OC	-18	-11	6	3	5	-15	-12	-2
Cc1ccc2c(c1)CCCN2CC(=O)Nc1cccc(S(=O)(=O)N2CCCC2)c1	-5	-8	7	-20	-2	-6	-11	-9
CC1Cc2nc(SCC(=O)NCCc3ccccc3)n(C)c(=O)c2S1 (stereo unspecified)	6	-6	1	12	7	2	2	-1
Cc1ccccc1C(=O)Nc1ccnn1C1CCN(C(=O)C2CCOC2)CC1 (stereo unspecified)	-4	1	2	17	-4	-9	1	-4
CC(C)C(=O)NC(c1ccccc1Cl)c1c(O)ccc2ccccc12 (stereo unspecified)	-2	-8	5	-2	-14	-4	-4	-8
FC(F)(F)c1ccc(CN2C[C@@H]3C(c4ccccc4)C4(c5cccnc5)CC3(C4)[C@H]2c2ccccc2)cc1 (stereo partly specified)	8	-32	4	-13	3	-31	2	-2
O=C(c1cccn2c(=O)c3ccc(Cl)cc3nc12)N1CCN(Cc2ccc3c(c2)OCO3)CC1	2	30	-4	8	-15	23	5	-4
COC(=O)C(C#N)C(c1cccnc1)c1c(C)[nH][nH]c1=O (stereo unspecified)	1	2	-22	3	14	14	-10	-5
C=C(C)Cn1cnc2c(oc3nc4c(cc32)CCCC4)c1=O	-38	6	8	-60	-1	-31	7	-6
O=C(CCc1ccc(S(=O)(=O)N2CCOCC2)cc1)N1CCc2ccccc2C1	1	-11	10	-2	7	9	8	-5
O=C(CSc1nncn1-c1ccccc1)Nc1ccc(N2CCOCC2)cc1	-3	-1	-7	10	8	4	-16	4
CC(C)[C@H](NC(=O)NC1CCCC1)C(=O)O	10	4	-11	20	-5	10	0	-7
COc1cccc(C2(O)CCN(CC(=O)NCC3CC3)CC2)c1	-4	-8	-5	1	-11	9	-8	-5
COc1ccc(C(CNC(=O)c2cccc3cccnc23)N(C)C)cc1 (stereo unspecified)	4	6	4	-4	8	-13	-6	2
Cc1ccc2nc(-c3ccccc3)c(CN3CCN(c4ccccc4F)CC3)n2c1	7	-1	14	-7	10	-17	10	8
CO/N=C/NC(=O)Cc1cn(-c2ncc(C(F)(F)F)cc2Cl)c2ccccc12	-10	5	-2	9	7	-4	-3	-18
COc1cc(NC(=O)CCN2CCN(Cc3ccccc3)CC2)cc(OC)c1	8	6	10	8	17	16	4	6
CC1CN(C(=O)Nc2cccc(Cl)c2)C2(CCCCCC2)O1 (stereo unspecified)	-21	6	-3	-2	12	10	5	-1
Cc1cccc(N2CCN(C(c3ccccc3)c3nnnn3CC3CCCO3)CC2)c1C (stereo unspecified)	8	-5	5	-9	4	-19	17	8
CCOc1ccc(NC(=O)c2ccc(-c3csc(C)n3)cc2)cc1	19	1	3	28	-6	-21	0	-2
COc1ccc(C)cc1NC(=O)CNC(=O)Cn1ccc2ccccc2c1=O	1	-1	-1	4	4	19	-5	-8
CCOC(=O)C1C(C(=O)Nc2cccc(C(F)(F)F)c2)C1C(=O)NC(C)C (stereo unspecified)	10	-1	-1	20	-2	14	3	2
Cc1cc(=O)n2nc(N3CCCC3C(=O)Nc3cccc(F)c3)sc2n1 (stereo unspecified)	-10	2	-1	7	-7	-2	-5	-4
Cc1ccc(OCC(=O)N2CCN(S(=O)(=O)c3ccccc3[N+](=O)[O-])CC2)cc1	3	6	3	7	0	13	84*	-9
CC(=O)NC1C(c2nc3ccccc3s2)=C(c2ccccc2)C(=O)N1c1ccc(C)cc1 (stereo unspecified)	6	0	4	-3	-27	-11	8	-3
CC1CN(c2ccc([N+](=O)[O-])c(NCCOc3ccccc3)c2)CC(C)N1 (stereo unspecified)	22	-23	19	-4	12	-16	-2	7
Cc1cccc(-n2cnc3cc([N+](=O)[O-])ccc32)c1	-7	-2	7	10	16	9	1	13
CCOC(=O)CSc1n[nH]c(=O)n1CCc1ccccc1	4	-4	15	-3	-26	6	3	6
O=C1CC(c2nc3ccccc3[nH]2)CN1c1ccccc1F (stereo unspecified)	7	4	4	-5	16	2	-15	2
CCOC(=O)c1ccc(S(=O)(=O)NCCN2CCOCC2)cc1	9	-6	3	-10	6	17	-3	-16
COc1cc(/C=N/NS(=O)(=O)c2ccc3ccccc3c2)ccc1OCCN1CCOCC1	1	-14	11	-18	0	-33	-25	-1
O=C1CC(C2CCCO2)C(=O)N1c1cccc(Cl)c1 (stereo unspecified)	-2	-2	9	8	-5	-2	2	2
O=c1[nH]c2ccc(Cl)cc2c(-c2ccccc2)c1SC(=S)N1CCCCC1	-3	-4	3	8	7	7	9	4
CCN(CC)C(=O)[C@H]1CC(CC(=O)NCCCN(C)C)C(=O)N2CCc3c([nH]c4ccc(OC)cc34)[C@]12C (stereo partly specified)	-2	.	-6	.	.	-6	-13	-4
CN(C(=O)c1cn2ccccc2n1)c1c(N)n(Cc2ccccc2)c(=O)[nH]c1=O	-6	-3	3	-2	16	3	-16	1
O=[N+]([O-])c1ccc(N2CCN(c3ccccc3O)CC2)cc1	-19	-2	11	-2	-13	-27	-9	-1
CC(/C=C/c1ccco1)=N/NC(=O)C1COc2ccccc2O1 (stereo unspecified)	-1	-6	14	5	12	-21	-5	6
CC(=O)Oc1ccc2oc(=O)c3c(c2c1)CCCN3C(=O)CN1CCN(c2ncccn2)CC1	-1	-5	-15	-6	9	6	4	11
O=C(Nc1ccc2oc(-c3ccccc3)nc2c1)c1cccnc1	-2	-8	20	-66	-4	-87	7	-4
CCCn1c(N)c(N(CCOC)C(=O)c2cccc(S(=O)(=O)N3CCCc4ccccc43)c2)c(=O)[nH]c1=O	0	-10	7	-7	12	-10	-14	12
O=c1c2c(nc3cc(-c4ccccc4)[nH]n13)CCC2	-43	7	2	-31	-4	-100	1	-5
CC(C)c1ccc(N(CC(=O)NCc2ccco2)C(=O)CCC(=O)Nc2ccccn2)cc1	-13	6	13	11	6	7	-1	0
CN1CCN(NC(=O)c2ccc(Cl)cc2Cl)CC1	1	-4	3	-6	-1	-6	-17	-9
Cc1nn(Cc2ccccc2)c(C)c1C(=O)OCC(=O)c1cc(C)n(C2CC2)c1C	5	0	7	8	6	6	12	16
O=C(Nc1ccc(S(=O)(=O)Nc2nccs2)cc1)C1CC(=O)N(c2ccc(Cl)cc2)C1 (stereo unspecified)	4	-4	4	7	19	10	8	-6
COc1ccc(CNC(=O)CSCc2ccccc2Cl)cc1	-16	1	0	2	4	-20	-5	12
CN(C)c1ccc(NC(=O)CN2CCC(NC(=O)C3CCCCC3)CC2)cc1	-9	64*	4	-1	-37	-7	-6	1
COc1ccccc1C(c1nnnn1C(C)(C)C)N1CCCc2ccccc21 (stereo unspecified)	26	10	31	-11	4	8	8	12
S=C(c1ccc(N2CCOCC2)cc1)N1CCCCC1	-9	-6	-39	0	-7	-22	-6	-3
COc1ccc(-c2cc3c(=O)n(CC(=O)NCc4cccnc4)nc(C)n3n2)cc1	-20	4	1	-22	17	-29	-4	-7
Cc1cccn2cc(-c3ccccc3)nc12	-94	-1	12	-92	3	-118	1	-14
O=C(c1ccc(Br)s1)N1CCCC1	-3	0	-11	14	10	14	-6	5
O=[N+]([O-])c1ccccc1OCCCCN1CCCCC1	14	-1	-25	4	5	22	-5	2
COc1ccccc1CC(=O)N1CCN(S(=O)(=O)c2cccs2)CC1	-43	-3	8	-10	3	-27	11	2
CN(CC(=O)Nc1cccc(F)c1)C(=O)C1CC(=O)N(Cc2ccccc2)C1 (stereo unspecified)	2	-1	-1	-7	8	5	0	-4
COc1cccc(Cn2cnc3c(NS(=O)(=O)c4ccc(Cl)cc4Cl)c(C)c(C)cc32)c1	8	-2	-17	4	11	4	-26	-1

Following part:
Molecule	Gli-Sufu block	UBC13 inh	CCR6 antagonist	Jurkat NFkB inh	APJ antagonist	697 NFkB inh	EBI2 antag	CXCR6 block
Cc1cccc(C)c1C(OCCN(C)C)C1CCCCC1 (stereo unspecified)	1	25	-4	10	-9	-2	-2	13
COc1ccc(-c2nc(SCC(=O)N3CCOCC3)n[nH]2)cc1	-8	1	-6	-2	0	0	-4	-2
O=C1CC2C(=O)NCCN2C(=NC(=O)c2ccc(Cl)cc2)N1 (stereo unspecified)	1	-10	0	-10	14	2	0	5
COc1cc2sc(C)nc2c2ccccc12	34	-9	-2	0	-26	0	1	-24
CCOC(=O)c1ccccc1NC(=O)Cc1ccc(OC)c(S(=O)(=O)N2CCOCC2)c1	11	9	22	1	6	1	1	6
CC(=O)Nc1ccc(CN2CCN(CC=C(C)C)C(CCO)C2)cc1 (stereo unspecified)	1	7	9	-8	-14	30	4	-3
O=C(O)c1cc(S(=O)(=O)Nc2ccc3cn[nH]c3c2)ccc1O	3	-5	8	2	-5	19	-18	-10
O=C(NCCc1ccccc1)C1(c2ccccc2)CCCC1	22	5	11	6	-10	15	13	3

Structures from the list above that have fluorine, in the order listed:
Molecule	Gli-Sufu block	UBC13 inh	CCR6 antagonist	Jurkat NFkB inh	APJ antagonist	697 NFkB inh	EBI2 antag	CXCR6 block
FC(F)(F)c1ccc(CN2C[C@@H]3C(c4ccccc4)C4(c5cccnc5)CC3(C4)[C@H]2c2ccccc2)cc1 (stereo partly specified)	8	-32	4	-13	3	-31	2	-2
Cc1ccc2nc(-c3ccccc3)c(CN3CCN(c4ccccc4F)CC3)n2c1	7	-1	14	-7	10	-17	10	8
CO/N=C/NC(=O)Cc1cn(-c2ncc(C(F)(F)F)cc2Cl)c2ccccc12	-10	5	-2	9	7	-4	-3	-18
CCOC(=O)C1C(C(=O)Nc2cccc(C(F)(F)F)c2)C1C(=O)NC(C)C (stereo unspecified)	10	-1	-1	20	-2	14	3	2
Cc1cc(=O)n2nc(N3CCCC3C(=O)Nc3cccc(F)c3)sc2n1 (stereo unspecified)	-10	2	-1	7	-7	-2	-5	-4
O=C1CC(c2nc3ccccc3[nH]2)CN1c1ccccc1F (stereo unspecified)	7	4	4	-5	16	2	-15	2
CN(CC(=O)Nc1cccc(F)c1)C(=O)C1CC(=O)N(Cc2ccccc2)C1 (stereo unspecified)	2	-1	-1	-7	8	5	0	-4

High-throughput results from PubChem.
